Source: PubChem
POLH inh = qHTS for Inhibitors of Polymerase Eta; AID 588591, 2011; Potency, µM (titrated, usually from 114 µM), for inactives: top-dose activity change, negative = inhibition, usual class: inhibitors; DNA polymerase eta (Homo sapiens), Q9Y253; 390,000 tested, 1.2% active; recombinant Pol eta, fluorescent DNA replication assay; also: potency is read from the fitted curve at half-maximal effect; % is scaled to controls: 0 for no effect and ±100 for the full control effect
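Fluorescent replication assay: 50 nM final substrate added after a 15 min room-temperature compound preincubation with 10 nM enzyme. Signal taken at 0 min and again at 10 min.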
BLM inh = qHTS Assay for Inhibitors of Bloom's syndrome helicase (BLM). 350,000 tested, 0.2% active. recombinant BLM DNA unwinding, fluorescence dequenching. RecQ-like DNA helicase BLM (Homo sapiens), P54132. Potency, µM (doses to about 56.1 µM), without a hit: at the top dose activity change, negative = inhibition, actives largely listed as inhibitors. AID 2528, 2010;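 also: potency is read from the fitted curve at half-maximal effect; plate controls were vehicle for no effect and no enzyme for full effect; nearly all actives have a fitted effect of over 35% in size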
RXFP1 antagonist = qHTS Assay for Antagonists of the Relaxin Receptor RXFP1 | HEK293-RXFP1, relaxin-stimulated cAMP HTRF, 30 min; hits give low values | activity change, negative = inhibition, % at 57.5 µM | 350,000 tested, 0.59% active | AID 1259400, 2018;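 active = activity change of -60% or lower, but not beyond a set lower limit; inconclusive = change between -60% and -40%, or beyond the set limit; inactive = change above -40%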; also: % is scaled to controls: 0 for no effect and ±100 for the full control effect
Apoferritin bind = qHTS Assay for Identification of Novel General Anesthetics; 350,000 tested, 0.074% active; Potency, µM (highest dose often 77.5 µM), for inactives: top-dose activity change, negative = displacement, most hits filed as inhibitors; apoferritin/1-aminoanthracene competitive binding, fluorescence; Ferritin light chain (Equus caballus), P02791; AID 485281, 2010; also: potency is read from the fitted curve at half-maximal effect; % is scaled to controls: 0 for no effect and ±100 for the full control effect; nearly all actives have a fitted effect of over 20% in size
Target sequence (P02791 2-175 limits assumed): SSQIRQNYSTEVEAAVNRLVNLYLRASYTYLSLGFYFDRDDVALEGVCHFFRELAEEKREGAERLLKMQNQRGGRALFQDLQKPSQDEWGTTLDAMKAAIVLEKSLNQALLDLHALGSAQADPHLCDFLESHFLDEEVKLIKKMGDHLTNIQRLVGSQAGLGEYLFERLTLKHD
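Concentration-response curves derived by four-parameter Hill fitting of normalized fluorescence, where compounds displaced 1-AMA from 10 uM horse apoferritin following a brief 10 min room-temperature incubation; propofol titration acted as positive control.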
POLK inh = qHTS for Inhibitors of Polymerase Kappa | 400,000 tested, 0.53% active | DNA polymerase kappa (Homo sapiens), Q9UBT6 | Potency, µM (doses to about 107 µM), without a hit: top-dose activity, negative = inhibition, actives largely listed as inhibitors | purified Pol kappa, fluorescent DNA synthesis assay, 10 min | AID 588579, 2011; also: potency is read from the fitted curve at half-maximal effect; % is scaled to controls: 0 for no effect and ±100 for the full control effect
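Kinetic fluorescence screen: compound preincubated 15 min RT with 10 nM enzyme; 50 nM substrate (final) initiates; reads at 0/10 min.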
POLI inh = qHTS for Inhibitors of Polymerase Iota; 390,000 tested, 1% active; Pol iota fluorescent replication assay, 10 min; Potency, µM (doses to about 115 µM), inactives show top-dose activity, negative = inhibition, actives largely listed as inhibitors; also: potency is read from the fitted curve at half-maximal effect
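Pol iota at 10 nM preincubated 15 min with compounds at room temperature; reaction started with fluorescent substrate, 50 nM final. Fluorescence read kinetically at 0 and 10 min; buffer-only wells as negative control.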
Tb PGK inh = qHTS Assay to Find Inhibitors of Phosphoglycerate Kinase; Phosphoglycerate kinase, glycosomal (Trypanosoma brucei brucei), P07378; PGK/GAPDH coupled, Kinase-Glo luminescence, 60 min; Potency, µM (doses to about 57.5 µM), without a hit: top-dose activity change, negative = inhibition, actives largely listed as inhibitors; 380,000 tested, 0.043% active; AID 602233, 2012; also: potency is read from the fitted curve at half-maximal effect; % is scaled to controls: 0 for no effect and ±100 for the full control effect; nearly all actives have a fitted effect of over 60% in size
Target sequence (P07378 whole entry, looked up): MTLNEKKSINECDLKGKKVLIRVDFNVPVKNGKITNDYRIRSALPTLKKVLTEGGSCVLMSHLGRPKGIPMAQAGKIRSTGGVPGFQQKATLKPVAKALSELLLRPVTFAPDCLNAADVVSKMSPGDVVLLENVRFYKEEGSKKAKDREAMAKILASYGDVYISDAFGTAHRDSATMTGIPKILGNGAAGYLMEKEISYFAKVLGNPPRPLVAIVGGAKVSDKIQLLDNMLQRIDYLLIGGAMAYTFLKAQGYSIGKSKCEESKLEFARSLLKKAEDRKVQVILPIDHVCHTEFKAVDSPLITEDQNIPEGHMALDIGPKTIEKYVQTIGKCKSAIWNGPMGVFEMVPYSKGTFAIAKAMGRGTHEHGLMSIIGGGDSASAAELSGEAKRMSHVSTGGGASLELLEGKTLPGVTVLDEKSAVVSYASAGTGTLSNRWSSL
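Luminescent ATP detection (Kinase-Glo Plus) follows a 60-minute room-temperature incubation, with wells lacking PGK as controls. Buffer: 100 mM TEA (pH 7.6), 5 mM MgCl2, 0.01% Tween-20. Coupling enzyme GAPDH (100 nM final) supplies unstable 1,3-BPG in-well.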
APE1 inh = qHTS Assay for Inhibitors of the Human Apurinic/apyrimidinic Endonuclease 1 (APE1) | 350,000 tested, 0.35% active | DNA repair nuclease/redox regulator APEX1 (Homo sapiens), P27695 | Potency, µM (doses to about 65.8 µM), inactives show top-dose activity change, negative = inhibition, hits mostly inhibitors | recombinant APE1, TAMRA/BHQ-2 abasic DNA cleavage fluorescence;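 also: potency is read from the fitted curve at half-maximal effect; plate controls were vehicle for no effect and reference inhibitor for full effect; nearly all actives have a fitted effect of over 55% in size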
Target sequence (P27695 whole entry, looked up): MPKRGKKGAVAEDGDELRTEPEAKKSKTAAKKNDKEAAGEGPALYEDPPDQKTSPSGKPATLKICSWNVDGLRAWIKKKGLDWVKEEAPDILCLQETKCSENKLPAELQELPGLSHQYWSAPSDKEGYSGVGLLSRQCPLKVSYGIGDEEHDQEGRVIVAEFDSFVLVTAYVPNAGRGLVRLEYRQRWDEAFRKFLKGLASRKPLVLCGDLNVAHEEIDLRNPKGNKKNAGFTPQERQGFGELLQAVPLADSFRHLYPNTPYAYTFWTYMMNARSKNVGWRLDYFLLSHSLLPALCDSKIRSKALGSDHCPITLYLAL
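APE1 at 0.75 nM preincubated 15 min at room temperature with compound. Reaction then started with 50 nM double-stranded THF-abasic substrate labelled with TAMRA/BHQ-2, and 525/598 nm fluorescence read kinetically. Activity taken as third-minus-first read difference, normalized to DMSO and NSC13755 controls.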
POLB inh = qHTS Assay for Inhibitors of DNA Polymerase Beta | P06746 | Pol beta primer extension/strand displacement, fluorescence kinetic | Potency, µM (highest dose often 114 µM), inactives show at the highest dose activity change, negative = inhibition, most hits filed as inhibitors | 340,000 tested, 1.3% active; also: potency is read from the fitted curve at half-maximal effect; % is scaled to controls: 0 for no effect and ±100 for the full control effect
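Values derive from four-parameter Hill fits of normalized kinetic data: reads at 0 and 10 min following addition of 50 nM substrate to 10 nM Pol beta preincubated 15 min with compound.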
An asterisk follows results filed as active; i = inactive; ? = inconclusive; . = no result given; [ ] = another dose, or the depositor's remark. Unless noted, calls follow the shape of the dose curve; as a rule, active = well fitted curve in the direction sought with a large enough effect; inconclusive = small, poorly fitted or top-dose-only effect, or another doubt; inactive = no such curve, though single readings can be large; an effect the other way counts as inactive or inconclusive. The list is partial. The share of hits here may be higher or lower than overall.

SMILES | POLH inh | BLM inh | RXFP1 antagonist | Apoferritin bind | POLK inh | POLI inh | Tb PGK inh | APE1 inh | POLB inh
COc1ccc(N2CCN(S(=O)(=O)c3ccc4c(c3)NC(=O)C(C)C(=O)N4)CC2)cc1 (stereo not given) | -21% | -4% | 7 | ? | 0% | -18% | -5% | 29% | ?
Cc1[nH]c2ccccc2c1/C=C(/C#N)C(=O)NC(C)C | -4% | -4% | -5 | -5% | -9% | -20% | 0% | -9% | 0%
Cc1cc(C)cc(NC(=O)CSc2nnc(-c3ccccc3Br)o2)c1 | 0% | -10% | 5 | ? | -4% | -4% | i | 0% | -16%
Cc1c(C(=O)Nc2ccc(F)c(C(F)(F)F)c2)sc2nc(-c3ccccc3)cn12 | -15% | -4% | -13 | -15% | -12%[60.1 µM] | 12% | i | . | 21%
Cc1nc2[nH]c(=O)n(O)c(=O)c2s1 | ? | . | -10 | . | -25% | ? | -7% | . | .
COc1cc(N2N=C(c3ccccc3)CC2c2ccccc2)c(C=O)cc1C=O (stereo not given) | 5% | 2% | 2 | -6% | -6% | 41%[activator] | -10% | 25% | -9%
C=CCNC(=O)/C(=C\c1cccc([N+](=O)[O-])c1)NC(=O)c1ccccc1 | -12% | -4% | -7 | -11% | -5% | 0% | 6% | 6% | 18%
COc1cccc(C(=O)NC2CCN(CC(=O)NCc3ccccc3OC)CC2)c1 | 0% | 0% | -4 | -9% | -13% | 0% | 0% | -2% | 36%[activator]
Cc1cccc(CNC(=O)c2cnc3sc(N4CCOCC4)nn3c2=O)c1 | -16% | 2% | -15 | 0% | 12% | -14% | -1% | . | 26%
Cc1ccc(C(NC(=O)c2ccccc2S(C)(=O)=O)c2ccccc2)cc1 (stereo not given) | -13% | -4% | ? | 0% | -8% | 14% | -3% | 57% | -18%
CCOc1ccc(C(=O)NNC(=O)CN2C(=O)NC3(CCCC3)C2=O)cc1 | ? | . | 0 | . | -15% | 24% | 3% | 25% | .
COc1cc(/C=N/NC(=O)c2ccc(-c3ccccc3)cc2)cc(OC)c1OC | ? | 5% | -2 | -12% | ? | ? | -3% | -8% | 35µM*
CCOC(=O)c1cnc2ccc(C(=O)OC)cc2c1NCc1ccco1 | . | -2% | . | -10% | . | . | . | -4% | -1%
N#C/C(=C\c1ccncc1)c1nc2c(s1)CCCC2 | -2% | 2% | 6 | 129%[activator] | -13% | 11% | 8% | 2% | 22%
CCN(C[C@H]1N[C@@](C)(C(=O)OC)[C@H]2C(=O)N(Cc3ccccc3)C(=O)[C@@H]12)C(=O)c1ccc(F)cc1 | -13% | . | . | . | -4% | 14% | 2% | 18% | .
Nc1nonc1-c1nc2ccccc2n1CC(=O)Nc1ccccc1C(=O)O | -6% | -4% | 4 | -4% | -15% | 8% | -6% | . | -1%
COc1ccc(C(=O)COc2ncnc3cc(Cl)ccc23)cc1 | -10% | -1% | -4 | -1% | 11% | 4% | -9% | -2% | 15%
N#CC1(NC(=O)CN2C(=O)c3ccc([N+](=O)[O-])cc3C2=O)CCCCC1 | -2% | . | 0 | . | -11% | 16% | 8% | 13% | .
O=[N+]([O-])c1cc(S(=O)(=O)NC2=NCCCCC2)ccc1NCC1CCCCC1 | -7% | -7% | 1 | ? | -4% | 0% | -2% | 21% | 26%
Cc1ccc(Cn2c(CNC(=O)c3ccc(Cl)c([N+](=O)[O-])c3)nc3cccnc32)cc1 | -19% | -7% | 13 | -1% | -7%[60.1 µM] | 3% | 9% | . | 12%

Filtered by structure: those above with fluorine
SMILES | POLH inh | BLM inh | RXFP1 antagonist | Apoferritin bind | POLK inh | POLI inh | Tb PGK inh | APE1 inh | POLB inh
Cc1c(C(=O)Nc2ccc(F)c(C(F)(F)F)c2)sc2nc(-c3ccccc3)cn12 | -15% | -4% | -13 | -15% | -12%[60.1 µM] | 12% | i | . | 21%
CCN(C[C@H]1N[C@@](C)(C(=O)OC)[C@H]2C(=O)N(Cc3ccccc3)C(=O)[C@@H]12)C(=O)c1ccc(F)cc1 | -13% | . | . | . | -4% | 14% | 2% | 18% | .

More records:
SMILES | POLH inh | BLM inh | RXFP1 antagonist | Apoferritin bind | POLK inh | POLI inh | Tb PGK inh | APE1 inh | POLB inh
O=C(Nc1ccncc1)Nc1cc(Cl)ccc1Cl | 10% | -2% | 14 | -16% | 7% | 6% | 2% | 56%[activator] | 5%
O=C(C[n+]1ccc(-c2nnc3n2CCC3)cc1)c1ccc(Cl)c(Cl)c1 | -7% | -1% | . | -5% | 4% | 7% | -9% | 8% | -17%
CC(C)C(=O)Nc1c(-c2ccccc2)c(=O)c2ccccc2n1C | 10% | 0% | 5 | -3% | -2% | 16% | -8% | -3% | -11%
COc1cc(C=O)ccc1OCc1c(C)noc1C | -18% | -4% | 19 | -5% | -9% | 19% | 6% | 3% | -21%
CC(=O)c1c(NC(=O)c2ccccc2)[nH]c(-c2ccccc2)nc1=S | -7% | -7% | -8 | -8% | -1% | 14% | -1% | ? | 14%
NC(=O)COC(=O)/C=C/c1ccc2ccccc2n1 | 3% | 2% | -1 | -15% | 5% | 27% | -9% | -1% | 18%
Cc1ccc2oc(C(=O)N3CCN(Cc4nccn4C)CC3)c(C)c2c1 | -7% | 3% | 25 | -5% | -18% | 8% | 0% | 5% | 7%
COc1ccc(CNC(=O)C2CCC(CNS(=O)(=O)c3ccccc3)CC2)cc1 (stereo not given) | -6% | -2% | 1 | -11% | -5% | -19% | -12% | 0% | -15%
COc1cc(COCC(O)CN2CCOCC2)cc(OC)c1OC (stereo not given) | -19% | -2% | -5 | -17% | 0% | 5% | 4% | 3% | 17%
CC1(C)Cc2c(cnn2-c2ccccc2)C(NC(=O)CCc2ccc(=O)[nH]n2)C1 (stereo not given) | -5% | -2% | -10 | -2% | -1% | 9% | -8% | 10% | 41%
CC(C)C(=O)Nc1ccc(N2CCCC2)c(Cl)c1 | -13% | -6% | 9 | ? | 9% | 9% | -1% | 9% | 43%
O=[N+]([O-])c1cccc2c1ccc1ncccc12 | -5% | -1% | -5 | -11% | -8% | 68%[activator] | 6% | 18% | 4%
Cc1ccc(S(=O)(=O)Nc2cccc(-c3ccc4nncn4n3)c2)cc1 | -1% | . | 2 | . | -12% | -2% | -3% | -2% | .
CCOC(=O)C1=C(C)NC(C)=C(C(=O)OCC)C1c1cc(N)ccc1OC(F)F | -8% | 0% | 6 | ? | 1% | 0% | -5% | 1% | -10%
O=C(NCCCN1CCCCC1)c1ccc2c(=O)n(CCc3ccccc3)c(=O)[nH]c2c1 | -3% | -7% | -10 | -9% | -21% | 55%[activator] | -4% | 1% | 3%
O=C(Cc1cccs1)NNC(=O)c1ccccc1Cl | -11% | . | 6 | . | -3% | 2% | -8% | -9% | .
COc1ccc2cc(CNc3ccc(C)cc3)c(=O)n(CC(=O)Nc3cccc(C(F)(F)F)c3)c2c1 | 1% | -3% | . | -18% | -9% | ? | -5% | . | 11%
O=C(CC(NS(=O)(=O)c1ccc(Cl)cc1)c1ccco1)NCc1ccco1 (stereo not given) | ? | -8% | 12 | -12% | ? | ? | i | -8% | 4%
Cc1ccccc1N(CC(=O)NCCSCc1ccccc1)S(C)(=O)=O | -16% | -3% | -6 | -10% | -39% | 35%[activator] | -8% | 10% | 67%
CCNC(=O)CN(c1ccccc1OC)S(=O)(=O)c1cccs1 | -8% | 1% | -2 | 3% | -8% | 137%[activator] | -2% | 16% | 30%

Whole records from above:
`O=C(CC(NS(=O)(=O)c1ccc(Cl)cc1)c1ccco1)NCc1ccco1` (stereo not given) is listed with POLH inh = ?; BLM inh = -8%; RXFP1 antagonist = 12; Apoferritin bind = -12%; POLK inh = ?; POLI inh = ?; Tb PGK inh = i; APE1 inh = -8%; POLB inh = 4%
`O=C(Cc1cccs1)NNC(=O)c1ccccc1Cl` is listed with POLH inh = -11%; BLM inh = .; RXFP1 antagonist = 6; Apoferritin bind = .; POLK inh = -3%; POLI inh = 2%; Tb PGK inh = -8%; APE1 inh = -9%; POLB inh = .

Returning to the listing, starting 4 compounds before the break.
SMILES | POLH inh | BLM inh | RXFP1 antagonist | Apoferritin bind | POLK inh | POLI inh | Tb PGK inh | APE1 inh | POLB inh
COc1ccc2cc(CNc3ccc(C)cc3)c(=O)n(CC(=O)Nc3cccc(C(F)(F)F)c3)c2c1 | 1% | -3% | . | -18% | -9% | ? | -5% | . | 11%
O=C(CC(NS(=O)(=O)c1ccc(Cl)cc1)c1ccco1)NCc1ccco1 (stereo not given) | ? | -8% | 12 | -12% | ? | ? | i | -8% | 4%
Cc1ccccc1N(CC(=O)NCCSCc1ccccc1)S(C)(=O)=O | -16% | -3% | -6 | -10% | -39% | 35%[activator] | -8% | 10% | 67%
CCNC(=O)CN(c1ccccc1OC)S(=O)(=O)c1cccs1 | -8% | 1% | -2 | 3% | -8% | 137%[activator] | -2% | 16% | 30%
CC(=O)Nc1cc(-c2nn(C)c(=O)c3ccccc23)ccc1N1CCCCC1 | 6% | -1% | -3 | -11% | -13% | -6% | i | 1% | -1%
Cc1onc(-c2ccccc2Cl)c1C(=O)N1CCN(c2ccccc2)CC1 | -16% | -2% | -6 | -2% | -7% | 7%[58.9 µM] | i | -7% | -16%
Cc1ccc(OCCCN2CCOCC2)c([N+](=O)[O-])c1 | -11% | 3% | -8 | 0% | 2% | -22% | 0% | -3% | 0%
COc1ccc(CN2CCN(Cc3csc(C(C)=O)c3)CC2CCO)c(C)c1C (stereo not given) | -11% | 3% | -1 | -11% | -4% | 28% | -10% | 23% | 19%
